Source: PubChem BioAssay
CTSL1 counter: Fasciola hepatica cathepsin L1 inhibitors, primary screen, counter-screen for PFM18AAP inhibitor project, biochemical, QFRET, fluorogenic peptide substrate; recombinant F. hepatica cathepsin L1, Z-Leu-Arg-MCA fluorescence; inhibition, % at 5.96 µM; 0.49% of 300,000 active;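 active means inhibition above the mean of all tested compounds plus 3 SD, set per screening campaign, cut at about 17% in these data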;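 further: 0% = plate median of test compound wells and 100% = 1 µM Z-Phe-Ala-diazomethylketone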
LYPLA2 inh: LYPLA2 inhibitors, primary screen, counter-screen for PME1 inhibitor project, biochemical, fluorescence polarization, FP-Rh probe ABPP; Acyl-protein thioesterase 2 (Homo sapiens), O95372; recombinant LYPLA2; inhibition, % at 5.9 µM; 0.38% of 320,000 active; AID 2177, 2009;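 active means inhibition above the screen-wide mean plus 3 SD, limit set per campaign, cut at about 26% in these data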;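 further: 0% = LYPLA2 with DMSO and 100% = wells lacking LYPLA2 enzyme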
HCV core dimer: inhibitors of HCV core protein dimerization, primary screen, biochemical, TR-FRET, high-throughput; inhibition, % at 5 µM; 0.33% of 300,000 active; TR-FRET GST/Flag-core106 dimerization, 1536-well; AID 1899, 2009;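 active means inhibition above the mean of all tested compounds plus 3 SD, set per screening campaign, cut at about 45% in these data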
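Assay system: tagged HCV core106 pair (GST and Flag); medium: KF-containing HEPES buffer, pH 7.45, DTT, CHAPS, BSA; also added: Eu donor and XL665 acceptor anti-tag antibodies; dosing: 5 µM single dose; timing: compound-protein-antibody incubation 4 h at 22.5 °C; signal: TR-FRET 671 and 617 nm emission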
JMJD2C inh: inhibitors of GASC-1 histone demethylase, primary screen, biochemical, fluorescence, DELFIA europium | 0.069% of 330,000 active | GST-JMJD2C(1-420) H3K9me3 demethylation | Lysine-specific demethylase 4C (Homo sapiens), Q9H3R0 | inhibition, % at 2.35 µM;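 active means more than half of a compound's replicate wells show inhibition beyond 50%, single wells judged on their own value; inconclusive means some, but no more than half, of replicates pass 50% inhibition; inactive means no replicate passes 50% inhibition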;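 further: signal counts dimethyl H3K9 product captured on neutravidin plate; 0% = median of DMSO wells and 100% = 0.3 times that DMSO median; strong numbers were not always called active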
Target sequence (Q9H3R0 1-420 limits assumed): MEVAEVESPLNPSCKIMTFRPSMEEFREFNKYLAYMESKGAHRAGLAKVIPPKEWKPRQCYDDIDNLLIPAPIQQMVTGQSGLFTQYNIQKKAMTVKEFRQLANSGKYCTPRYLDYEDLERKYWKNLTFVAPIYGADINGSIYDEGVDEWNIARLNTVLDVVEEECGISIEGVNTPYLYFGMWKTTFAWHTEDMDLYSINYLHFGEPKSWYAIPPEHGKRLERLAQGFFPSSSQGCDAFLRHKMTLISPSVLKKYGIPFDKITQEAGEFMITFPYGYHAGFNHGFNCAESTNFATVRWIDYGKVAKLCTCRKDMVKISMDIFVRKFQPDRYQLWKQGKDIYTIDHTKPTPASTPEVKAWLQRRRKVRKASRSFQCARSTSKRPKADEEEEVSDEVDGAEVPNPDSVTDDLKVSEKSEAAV
PP1 counter: PP1-alpha phosphatase inhibitors, primary screen, counter-screen for PP5 inhibitor project, biochemical, fluorescence, OMFP substrate, single point; Serine/threonine-protein phosphatase PP1-alpha catalytic subunit (Homo sapiens), P62136; purified PP1alpha; inhibition, % at 6.7 µM; 0.9% of 320,000 active;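 active means inhibition above the mean inhibition of all tested compounds plus 3 SD, computed separately for each screening campaign, cut at about 15% in these data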
Target sequence (P62136 whole entry, looked up): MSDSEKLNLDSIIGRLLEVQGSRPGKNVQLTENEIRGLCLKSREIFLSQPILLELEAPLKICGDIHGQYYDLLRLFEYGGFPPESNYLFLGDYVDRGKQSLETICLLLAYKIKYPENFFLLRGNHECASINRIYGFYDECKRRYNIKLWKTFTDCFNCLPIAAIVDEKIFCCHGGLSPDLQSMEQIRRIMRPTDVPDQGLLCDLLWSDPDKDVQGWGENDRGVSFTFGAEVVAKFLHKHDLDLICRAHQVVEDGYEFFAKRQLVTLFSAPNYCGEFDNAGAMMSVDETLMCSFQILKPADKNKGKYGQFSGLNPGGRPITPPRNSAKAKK
Efflux pump inh: inhibitors of Candida efflux pumps in yeast, primary screen, S. cerevisiae, Nile Red, multiplex; S. cerevisiae Candida pump triplex; inhibition, % at 10 µM; 0.44% of 330,000 active; AID 485275, 2010;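 active means plate passing quality check with inhibition over a set limit, or well fluorescence over plate mean plus 4 SD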;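 further: Nile Red retained in pooled yeast measured as flow cytometry median fluorescence; 0% = buffer negative control and 100% = Enniatin B positive control; higher means more Nile Red kept so more efflux inhibition; some compounds called inactive have numbers as strong as hits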
TPT1 inhibitor: Candida albicans TPT1 enzyme inhibitors, primary screen, biochemical, fluorescence polarization; inhibition, % at 5 µM; recombinant caTPT1, FP RNA substrate dephosphorylation; 0.81% of 300,000 active; AID 1962, 2009;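 active means inhibition above the mean of all tested compounds plus 3 SD, set per screening campaign, cut at about 24% in these data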;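 further: plate controls were DMSO alone for no effect and ferristatin control at 100 nM for full effect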
PP5 primary: PP5 phosphatase inhibitors, primary screen, biochemical, fluorescence. AID 1987, 2009. purified PP5c, OMFP substrate fluorescence. inhibition, % at 6.7 µM. 0.18% of 320,000 active;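 active means inhibition above the campaign's mean inhibition across all tested compounds plus 3 SD, cut at about 9.5% in these data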;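 further: 0% = DMSO only and 100% = 100 µM cantharidin control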
PREPL inhibitor: PREPL enzyme inhibitors, primary screen, biochemical, fluorescence polarization; Prolyl endopeptidase-like (Homo sapiens), Q4J6C6; AID 2751, 2010; inhibition, % at 5.96 µM; 0.68% of 320,000 active; recombinant PREPL, fluorescence polarization activity-based probe; in the data active means inhibition above about 43%;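 further: 0% = enzyme with DMSO and 100% = wells lacking enzyme; many of its hits are not listed in these tables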
The depositor's hits bear a star; ? = inconclusive; . = not tested or not shown.

cpd	SMILES	CTSL1 counter	LYPLA2 inh	HCV core dimer	JMJD2C inh	PP1 counter	Efflux pump inh	TPT1 inhibitor	PP5 primary	PREPL inhibitor
1	COc1cc(OCc2ccccc2)c(C(=O)/C=C/c2ccc3c(c2)OCO3)c(OC)c1OC	5	-5	-3	0	-2	0.1	-3	3.8	15
2	COc1ccccc1N1CCN(CC(=O)Nc2c(C)n(C)n(-c3ccccc3)c2=O)CC1	-1	1	-2	-8	0	-0.1	0	-1.8	1
3	O=C(N1CCOCC1)C12CC3CC(C1)CC(c1ccccc1)(C3)C2	-1	5	0	7	0	-0.1	0	2.1	3
4	Nc1ccc(S(=O)(=O)NNC(=O)C(=O)NNc2ccccc2)cc1	4	7	-6	13	-2	-0.3	-4	-1.2	8
5	Cc1ccn2cc(C(=O)Nc3ccccc3N3CCOCC3)nc2c1	3	-3	7	-2	-3	0.0	0	2.2	-2
6	O=C(CSc1nnnn1-c1ccc(O)cc1)Nc1cccc(S(=O)(=O)N2CCCC2)c1	-1	-3	11	-1	4	0.0	0	7.0	-10
7	CCOc1ccc2nc(NC(=O)C(NS(=O)(=O)c3cccs3)C(C)C)sc2c1 (stereo not given)	5	-4	2	?	4	0.6	3	5.3	10
8	Cc1ccccc1-n1c(SCC(=O)c2cc(C)n(C)c2C)nnc1-c1ccncc1	2	-6	14	-11	-2	-0.1	-2	-0.1	3
9	CCOC(=O)n1c(=O)oc2cc(S(=O)(=O)N3CCCCC3)ccc21	-2	-3	0	-4	-4	0.0	-1	0.6	5
10	CCC(=O)NS(=O)(=O)c1cccnc1Nc1ccc(Cl)cc1	3	1	-7	6	-2	-0.1	-2	-0.4	43
11	COc1ccccc1Cc1noc(-c2cc(Cl)ccc2OC)n1	3	-2	1	9	-2	0.0	3	1.1	-3
12	O=C(COC(=O)c1ccccc1Nc1ccccc1)c1ccccc1	-5	-8	6	0	1	0.2	-1	2.1	11
13	COc1cccc(NC(=O)C(NCC2CCCCC2)c2ccccc2)c1 (stereo not given)	2	0	4	2	0	0.2	0	7.3	-17
14	COc1ccccc1C(=O)NCCC(=O)OCC(=O)Nc1ccc(S(N)(=O)=O)cc1	.	4	.	-1	-5	0.0	.	-0.1	3
15	Cc1cc(NC(=O)CSc2nnc(C3COc4ccccc4O3)o2)no1 (stereo not given)	-5	-2	-4	9	2	-0.4	-3	2.6	5
16	CC(=O)Nc1ccc(NC(=O)C(C)OC(=O)c2cccc(S(=O)(=O)N3CCCCCC3)c2)cc1 (stereo not given)	-2	-4	2	-2	-4	-0.1	4	-3.0	-7
17	O=C(CNc1ccccc1F)Nc1cccc2ccccc12	1	-4	9	5	3	0.0	1	2.3	9
18	CC(Sc1nc(N)cc(=O)[nH]1)C(=O)Nc1cccc(Cl)c1 (stereo not given)	1	-9	0	-5	0	0.1	1	2.0	1
19	O=C(Nc1cccc(C(F)(F)F)c1)C(=O)N1CCCCC1	-1	2	0	-11	-1	-0.1	6	-0.4	-7
20	CCOc1ccc(N2C(=O)CC(N(O)c3ccccc3)C2=O)cc1 (stereo not given)	-1	3	-7	50	-1	-0.1	1	1.4	0
21	CC(=O)Cc1cc(O)c2ccccc2c1OC(=O)c1ccccc1	5	-4	-2	-2	5	0.2	-2	5.3	0
22	O=C(Nc1ccccc1C(=O)O)c1cccc(F)c1	-6	0	-1	4	-5	0.0	-3	3.1	1
23	Cc1ccc2[nH]c3c(c2c1)CCN(C)C3	1	4	-4	-2	0	-0.1	3	-3.3	24
24	O=C(OCc1cccc([N+](=O)[O-])c1)c1ccc[nH]c1=O	-1	-5	6	-8	-1	0.0	-2	2.0	-4

Structural class: those above with an NH in an aromatic ring
cpd	SMILES	CTSL1 counter	LYPLA2 inh	HCV core dimer	JMJD2C inh	PP1 counter	Efflux pump inh	TPT1 inhibitor	PP5 primary	PREPL inhibitor
18	CC(Sc1nc(N)cc(=O)[nH]1)C(=O)Nc1cccc(Cl)c1 (stereo not given)	1	-9	0	-5	0	0.1	1	2.0	1
23	Cc1ccc2[nH]c3c(c2c1)CCN(C)C3	1	4	-4	-2	0	-0.1	3	-3.3	24
24	O=C(OCc1cccc([N+](=O)[O-])c1)c1ccc[nH]c1=O	-1	-5	6	-8	-1	0.0	-2	2.0	-4

(cont.)
item	Structure	CTSL1 counter	LYPLA2 inh	HCV core dimer	JMJD2C inh	PP1 counter	Efflux pump inh	TPT1 inhibitor	PP5 primary	PREPL inhibitor
25	CC1CCCC(C)N1C(=O)COC(=O)c1cccc(S(=O)(=O)N(C)c2ccccc2)c1 (stereo not given)	.	-1	.	.	2	-0.3	.	1.9	6
26	O=C(Nc1ccc2oc(-c3ccncc3)nc2c1)c1c(F)c(F)c(F)c(F)c1F	-2	6	-21	.	-5	0.0	1	-1.5	-26
27	COc1cccc(CNC(=O)c2ccc(NC(=O)CC3SC(N4CCCC4)=NC3=O)cc2)c1 (stereo not given)	.	22	.	5	-6	0.2	.	-1.4	-4
28	CSc1ccc(CCNS(=O)(=O)c2ccc3c(c2)C(C)(C)C(=O)N3C)cc1	1	-4	-2	3	-4	0.0	5	-0.3	-16
29	Cc1nn(C(C)(C)C)c(C)c1/C=N/OC(=O)Nc1ccc(Cl)c(Cl)c1	0	-43	2	-6	1	0.1	0	1.4	9
30	O=C(NCCN1C(=O)C2C3C=CC(C3)C2C1=O)N1CCCCC1 (stereo not given)	1	-5	8	-19	-4	0.2	0	2.5	7
31	CC(C(=O)Nc1ccc(F)c(F)c1F)N(C)CCOc1ccccc1 (stereo not given)	1	11	10	-29	-3	-0.9	0	1.9	-24
32	CC(C(=O)Nc1cc(C(F)(F)F)ccc1N1CCOCC1)N1C(=O)C2CCCCC2C1=O (stereo not given)	.	-8	.	6	1	-0.1	.	3.6	15
33	CSc1ccccc1NC(=O)C1CCN(S(C)(=O)=O)CC1	-1	3	5	12	-1	-0.2	2	0.2	-3
34	Cc1ccc(/C=C/C(=O)NCc2ccncc2)cc1	-5	7	-3	4	-1	0.0	-1	1.1	-3
35	CCOc1ccccc1N(CC(=O)NC1CCCC1)S(=O)(=O)c1ccc(C)cc1	2	-2	-1	0	-1	0.2	4	0.2	11
36	CC(=O)Oc1ccc(/C=N/NS(=O)(=O)c2ccc(C)cc2)c(OC(C)=O)c1	0	2	-6	4	-1	-0.1	0	-1.1	22
37	COc1ccc(CCn2c(C)cc(C(=O)CSc3nnnn3-c3ccccc3)c2C)cc1	-3	5	13	1	-1	0.0	8	0.7	-6
38	CC(C)(C)NC(=O)CSc1nc2ccc(Nc3nc(N4CCOCC4)nc(N4CCOCC4)n3)cc2s1	0	3	-5	6	-1	0.1	2	3.9	21
39	O=C(NC1CCCCC1)c1ccccc1NC(=S)NC(=O)C1CC1	-4	4	0	5	-1	-0.2	-5	2.5	2
40	COc1ccc(CCNC(=O)CSc2nncs2)cc1	-1	4	-1	18	-4	0.0	0	0.5	8
41	O=C(Cn1cc([N+](=O)[O-])cn1)NCc1ccc(-n2cccn2)cc1	0	0	6	-3	-2	0.1	-1	3.1	6
42	O=C(c1cccs1)N1CCc2c([nH]c3ccccc23)C1c1ccc(Cl)cc1 (stereo not given)	1	-3	16	0	7	0.1	-5	1.7	0
43	CCOC(=O)C1=C(c2ccccc2)NC(SCC)=C(C#N)C1c1cccnc1 (stereo not given)	-1	3	1	-3	2	-0.1	1	2.2	14
44	Nc1nnc(Cc2ccc(F)cc2)s1	-3	4	-7	-11	-3	-0.1	-2	-0.1	22
45	CC(C)(C)OC(=O)N[C@@H](C(=O)OC(C)(C)C)c1ccccc1	.	-3	.	.	-3	0.2	.	-0.7	7
46	CN(C)CCNC(=O)Nc1ccc(Cl)c(Cl)c1	-3	-2	-2	24	2	0.0	-2	1.3	0
47	CCOc1cc(-c2nnc(NC(=O)c3ccco3)o2)cc(OCC)c1OCC	3	2	-2	13	6	0.0	1	-2.5	-4
48	C(=C\c1ccccc1)/C=N/Nc1nc(N2CCCCC2)nc(N2CCCCC2)n1	0	3	0	-2	4	0.1	-1	2.2	-2
49	COC(=O)c1ccc(C23CC4(C2)[C@H](CN(Cc2ccc(-c5ccccc5)cc2)[C@@H]4c2ccccc2)C3c2ccc(C(F)(F)F)cc2)cc1 (stereo not given in full)	-2	-4	17	2	10	0.1	2	2.3	-24
50	O=C(CC1C(=O)NCCN1C(=O)Nc1ccc(C(F)(F)F)cc1)Nc1ccc(F)cc1 (stereo not given)	3	-7	-6	-13	0	0.0	-1	2.5	10
51	Cc1nc(-c2ccc(Cl)cc2)sc1C1(C)CC(c2cccc(F)c2)=NO1 (stereo not given)	0	-5	-9	5	-2	0.1	-1	0.1	-26

Some of the compounds tested (hit frequency here may not be typical).
